MC4R ag barr: MC4R agonists recruiting beta-arrestin, primary screen, cell-based, luminescence, agonist arm of biased-ligand search; U2OS MC4R beta-arrestin complementation; percent of melanotan II response, DMSO zero; actives 0.98% (n = 360,000); AID 540308, 2011; activation, % at 8.9 µM;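 active = activation above a per-plate cutoff, the mean activation of sample wells on that plate plus 3 SD, cut at about 8% in these data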
ABHD5-PLIN5 inh: ABHD5-PLIN5 interaction inhibitors, primary screen, cell lysate, split luciferase complementation, luminescence. Perilipin-5 (Homo sapiens) + 1-acylglycerol-3-phosphate O-acyltransferase ABHD5 (Homo …. Split G. princeps luciferase complementation, 4 h. inhibition, % at 4 µM. actives 0.78% (n = 360,000). AID 602281, 2012;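 active = inhibition above the mean inhibition across every tested compound plus 3 SD, cut at about 22% in these data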;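 note: 0% = DMSO only wells and the 100% control is not disclosed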
HTR2A ag: mouse Htr2a agonists via beta-arrestin recruitment, primary screen, cell-based, luminescence. CHO-K1 mHTR2A beta-arrestin complementation; percent of 30 µM serotonin response. activation, % at 7.6 µM. actives 0.66% (n = 360,000);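 active = activation above a run cutoff, the mean activation of all tested compounds plus 3 SD, cut at about 14% in these data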;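 note: 0% = plate median of compound wells and 100% = 30 µM serotonin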
Granule exo inh: LAMP-1 surface exposure blockers, TALL-104 cells – cell-based, flow cytometry, MLPCN library, primary screen; TALL-104 LAMP-1 surface exposure; cells stimulated with thapsigargin and PMA; inhibition, % at 10 µM; actives 0.66% (n = 360,000);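 active = inhibition above about 55%, limit read from the data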
iPSC survival up: enhancers of single-cell hiPSC survival, primary screen, ATPlite luminescence; survival enhancement, % at 20 µM; AID 602274, 2012; 100% = ROCK inhibitor wells, 0% = DMSO; actives 0.044% (n = 360,000); in the data active = survival enhancement above about 18%;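 note: cells exposed to compounds for 16 hours before the ATP read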
Cardio protect: cardioprotection against H2O2-induced cell death, primary screen, uHTS, H9c2 cells, ATPLite luminescence; H9c2 cardiomyocytes, H2O2 injury protection, 2 h; protection from H2O2 cell death, % at 20 µM; actives 0.63% (n = 360,000); AID 588492, 2011;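 active = compounds giving at least 50% protection of heart cells from peroxide-induced death in the single-dose screen, raw or plate-pattern-corrected value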;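 note: 0% = DMSO wells with peroxide and 100% = DMSO wells without peroxide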
Glyco luc inh: increase of ERlucT glycosylation luciferase signal, primary screen, N-linked glycosylation inhibitor project, D54 ERlucT cells, luminescence, set 2 | D54 ERlucT glycosylation luciferase reporter, 24 h; percent of 100 nM tunicamycin response | reporter increase, % at 12.5 µM | actives 0.23% (n = 360,000) | AID 588692, 2011;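 active = mean luciferase reporter signal, scaled so untreated is 0 and the glycosylation-blocking control 100, at or above a set limit in every replicate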;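 note: luciferase carries N-glycosylation sites so blocking glycosylation raises the light; 0% = median of neutral control wells and 100% = median of 100 nM tunicamycin wells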
MC4R antagonist: MC4R antagonists of cAMP signaling, primary screen, cell-based, TR-FRET, antagonist arm of biased-ligand search | Melanocortin receptor 4 (Homo sapiens), P32245 | MC4R-expressing cells, MTII-stimulated cAMP, LANCE TR-FRET | inhibition, % at 6.5 µM | actives 0.48% (n = 360,000);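 active = inhibition above its plate's cutoff, the mean of tested wells on that plate plus 3 SD, cut at about 29% in these data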;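 note: 0% = Melanotan II alone and 100% = Melanotan II plus saturating MCL0020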
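System: U2OS cells stably expressing human melanocortin 4 receptor (MC4R). Reagent: Melanotan II challenge after compound preincubation. Doses: 6.5 µM. Times: 30-min compound, 1-h challenge, 1-h detection, room temperature. Measured by: TR-FRET with Eu-cAMP and labeled anti-cAMP, 671 nm. Replicates: singlicate.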
ABCB6 inh 2: ABCB6 transporter inhibitors, primary screen, K562-ABCB6 cells, flow cytometry, MLPCN library | ATP-binding cassette sub-family B member 6 (Homo sapiens), Q9NP58 | K562-ABCB6 porphyrin accumulation, 1 h; hits give low values | fluorescence ratio to DMSO, % at 10 µM | actives 0.19% (n = 360,000) | AID 602162, 2011;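 active = fluorescence ratio to DMSO below 75%, the collection mean minus 3 SD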;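 note: signal is porphyrin accumulated inside mitochondria; 100% equals median channel fluorescence of DMSO control wells; lower ratio means ABCB6 inhibition with less porphyrin fluorescence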
Target sequence (Q9NP58 whole entry, looked up): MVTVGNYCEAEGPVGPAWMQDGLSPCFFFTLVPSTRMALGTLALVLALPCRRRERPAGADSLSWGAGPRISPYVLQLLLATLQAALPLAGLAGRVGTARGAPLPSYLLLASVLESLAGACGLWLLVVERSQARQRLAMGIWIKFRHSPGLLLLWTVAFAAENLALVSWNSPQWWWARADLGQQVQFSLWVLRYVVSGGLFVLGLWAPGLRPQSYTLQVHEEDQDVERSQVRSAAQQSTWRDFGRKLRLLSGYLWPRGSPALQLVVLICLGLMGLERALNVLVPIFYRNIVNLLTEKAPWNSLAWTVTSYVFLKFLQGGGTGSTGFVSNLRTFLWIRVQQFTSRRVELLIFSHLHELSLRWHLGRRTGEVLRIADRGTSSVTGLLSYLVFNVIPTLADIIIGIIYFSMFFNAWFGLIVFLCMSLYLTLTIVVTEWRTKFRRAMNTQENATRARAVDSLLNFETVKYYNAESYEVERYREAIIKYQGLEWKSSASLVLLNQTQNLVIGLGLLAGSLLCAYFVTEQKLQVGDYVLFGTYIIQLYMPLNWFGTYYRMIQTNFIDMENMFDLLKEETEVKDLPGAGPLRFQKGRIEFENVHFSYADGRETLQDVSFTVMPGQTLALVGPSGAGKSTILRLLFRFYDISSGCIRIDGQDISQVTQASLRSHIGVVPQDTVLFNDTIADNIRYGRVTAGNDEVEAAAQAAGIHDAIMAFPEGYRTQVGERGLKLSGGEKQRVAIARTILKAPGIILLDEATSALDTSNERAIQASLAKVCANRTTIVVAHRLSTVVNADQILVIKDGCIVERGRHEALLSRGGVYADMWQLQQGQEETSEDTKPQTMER
aDG glyco up: activators of alpha-DG glycosylation, primary screen, uHTS, Pro5-aDG cells, AlphaScreen; alpha-DG glycosylation AlphaScreen (IIH6); 0% Pro5, 100% B10-LARGE cell signal; activation, % at 10 µM; actives 0.22% (n = 360,000);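 active = activation of at least 8% versus controls, or a plate z-score of at least 8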;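 note: Pro5 are CHO cells carrying HIG-tagged alpha-DG that lacks glycosylation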
* = called active by the depositor; i = inactive; . = no result given.

Structure	MC4R ag barr	ABHD5-PLIN5 inh	HTR2A ag	Granule exo inh	iPSC survival up	Cardio protect	Glyco luc inh	MC4R antagonist	ABCB6 inh 2	aDG glyco up
O=C(NCc1ccccc1)c1onc(CS(=O)(=O)c2ccc(Cl)cc2)c1C(=O)NCc1ccccc1	2.3	-1.0	0.5	-1.7	3.4	-9.4	-2.1	-0.3	100.0	-0.3
COc1cc(OC)c(N(C)S(=O)(=O)c2cccc(C(=O)NC3=NCCS3)c2)cc1Cl	-1.5	-2.3	2.9	3.7	2.0	12.9	0.7	-3.6	99.0	0.0
CC1(C)CC(=O)N(CC(=O)NC2CCCC2)c2ccccc2S1(=O)=O	-1.0	-3.6	4.5	-3.1	-0.9	-2.5	-0.2	-3.5	97.0	0.2
CC(c1ccccc1)N1CCn2c(nc3cc(NC(=O)NC4CCCCC4)ccc32)C1 (stereo not drawn)	-0.8	3.9	-2.7	-4.1	1.3	2.0	-2.7	-4.3	96.0	0.0
CC(=O)N(c1ccc(Cl)cc1)c1cn(C(C)=O)c2ccccc12	-1.8	14.8	6.0	0.7	-0.1	4.2	0.1	7.2	101.0	0.3
CCN(CC)c1ccc(NC(=O)COc2ccc(N(C)S(=O)(=O)c3cccs3)cc2)cc1	-0.7	-0.6	-5.0	3.3	-0.7	-13.3	-0.3	5.3	98.0	-0.4
S=C(NCCc1ccccc1)N1CCN(Cc2ccccc2)CC1	-0.6	0.3	1.7	1.6	4.2	4.4	0.3	5.0	98.0	0.4
O=C(CSc1ccc([N+](=O)[O-])cn1)Nc1cc(C(F)(F)F)ccc1N1CCOCC1	-0.7	-3.8	-8.4	3.8	-0.4	-6.3	2.6	11.9	97.0	0.8
COc1ccc(CN(C)C(=O)COC(=O)c2cnc(Cl)c(Cl)c2)cc1	-6.4	-0.9	1.3	0.9	2.8	-8.7	2.0	7.3	94.0	0.4
NC(=O)NC(=O)COC(=O)c1ccc2noc(-c3ccccc3)c2c1	-1.2	4.7	-1.4	-6.4	0.5	-5.1	2.0	13.2	99.0	0.0
CC(=O)Oc1ccc(C(=O)O)cc1OC(C)=O	0.2	-9.2	0.9	-1.2	2.0	-2.2	-0.4	-3.9	102.0	0.0
COC(=O)C1=C(C)OC(N)=C(C#N)C1c1ccccc1F (stereo not drawn)	-2.9	-4.2	-0.1	26.7	-2.0	5.7	2.8	0.8	98.0	-0.1
COC(=O)c1ccc(NC(=O)C(=O)N2CCN(C(=S)Nc3ccccc3OC)CC2)cc1	-2.0	-0.9	-0.8	0.3	0.8	-2.8	2.8	8.6	95.0	0.0
O=C(Nc1ccc2oc(=O)ccc2c1)c1ccco1	0.2	0.5	-2.9	-3.2	-1.8	-7.0	0.0	2.4	98.0	-0.1
O=C(NC1CCCCC1)C1c2ccccc2OCC(=O)N1Cc1ccccn1 (stereo not drawn)	.	-1.3	-3.7	-4.3	-0.1	.	.	.	97.0	0.1
S=C(NCCc1ccccc1)Nc1ccc(Nc2ccccc2)cc1	-2.1	-6.2	-6.1	3.1	-1.1	-17.8	-2.5	6.1	95.0	2.1
COc1ccc(CNC(=O)CN2CCN(S(=O)(=O)c3cc(Br)ccc3Br)CC2)cc1OC	-1.8	6.5	6.6	7.8	0.6	3.7	-1.0	8.0	95.0	0.1
Cc1cc(NS(=O)(=O)c2ccc(NC(=O)COc3ccccc3C(C)(C)C)cc2)no1	-2.6	-10.1	-3.0	-15.3	-0.6	1.1	1.2	6.0	106.0	0.0
O=C(CSc1nnc(-c2ccc(F)cc2)c2ccccc12)Nc1ccccc1	-2.2	-0.3	-7.0	4.8	1.7	3.5	0.1	16.1	96.0	1.3
CCC(C)[C@H](NC(=O)NCc1ccc(S(N)(=O)=O)cc1)C(=O)OC (stereo partly drawn)	-1.3	-5.9	-3.4	1.8	-0.8	4.0	-0.4	-2.3	104.0	-0.2
COc1cccc(CC(=O)Nc2nc(-c3ccc(OC)c(OC)c3)cs2)c1	0.7	10.8	-12.6	14.6	-0.3	14.2	-4.6	6.2	97.0	0.2
COC(=O)c1ccc2c(c1)NC(=O)C(N(CC(C)C)CC(C)C)S2 (stereo not drawn)	-0.3	-0.7	2.3	-1.9	-0.6	-9.1	1.4	7.7	102.0	0.1
CC(=O)[C@@]1(O)Cc2c(O)c3c(c(O)c2[C@H](O[C@H]2C[C@H](N)[C@H](O)[C@H](C)O2)C1)C(=O)c1ccccc1C3=O	-2.1	-9.5	-4.7	-6.2	-5.7	-29.5	-13.1	-9.1	i	-1.0
CCOC(=O)c1cc([N+](=O)[O-])sc1NC(=O)c1ccc(S(=O)(=O)N2CC3(C)CC2CC(C)(C)C3)cc1 (stereo not drawn)	-2.1	-0.2	3.0	-4.8	2.4	-13.7	0.9	9.5	96.0	-0.2
O=C(C[C@H]1C[C@H](C(=O)N2CCCCC2)[C@@]2(CCc3ccccc3)c3[nH]c4cc(-c5ccco5)ccc4c3CCN2C1=O)NCc1cccc(C(F)(F)F)c1	-0.2	22.0	1.4	-7.8	6.1	-10.6	-1.6	2.2	98.0	0.1
COc1ccccc1Cn1c(=S)[nH]c2cc(C(=O)NCc3cccnc3)ccc2c1=O	-2.0	7.2	-6.7	-0.4	0.2	-2.9	0.6	12.2	99.0	-0.3
COc1ccc(C(C)(C)C)cc1NC(=O)c1ccc2ncsc2c1	4.0	0.0	-3.7	4.7	-0.5	5.1	-5.1	14.6	98.0	0.0
Cc1ccc(NC2CCCN(C(=O)c3ccccc3N3CCOCC3)C2)cc1C (stereo not drawn)	0.0	-0.3	-2.2	1.1	0.3	-1.1	0.1	-2.0	100.0	-0.1
COCCCNC(CC(=O)Nc1cc(C)cc(C)c1)C(=O)O (stereo not drawn)	0.6	2.2	-1.6	-3.7	-0.6	-4.7	-0.5	-0.8	97.0	-0.1
CCCCCCCCCCCCCCC(O)C[N+](C)(CCO)CCO (stereo not drawn)	1.4	18.6	-3.4	1.5	-0.4	-10.6	-9.0	16.5	91.0	0.8
O=C1CCC(C(=O)Nc2ccc([N+](=O)[O-])cc2)N1 (stereo not drawn)	-0.7	-5.1	-0.8	0.9	-0.3	5.1	2.2	-2.3	88.0	-0.1
CC(OC(=O)CC1Sc2ccccc2NC1=O)C(=O)NC1CCCC1 (stereo not drawn)	-0.5	-1.3	-3.7	11.6	0.2	-5.7	-0.4	12.4	91.0	0.1
CC(C)[C@H]1COCCS(=O)(=O)N1Cc1ccc(Cl)cc1	0.8	-3.3	1.6	4.0	3.2	-1.3	0.8	14.1	97.0	0.1
Cc1cc(=O)nc2c3ccccc3n(C(C)C(=O)NCCC(C)C)n12 (stereo not drawn)	0.7	8.9	6.0	-0.3	1.0	0.7	0.2	-1.6	100.0	-0.1
O=C(CC1SC(=Nc2ccc(O)cc2)NC1=O)Nc1ccccc1 (stereo not drawn)	0.7	7.0	1.3	-2.9	1.2	4.3	0.3	1.9	101.0	0.0
CC(=O)c1cccc(NC(=O)CN(Cc2ccccc2)S(C)(=O)=O)c1	0.0	-1.1	0.3	2.0	0.9	1.6	-1.1	3.9	89.0	0.2
O=C(c1cc(-c2ccncc2)nc2ccccc12)N1CCN(c2ncccn2)CC1	-1.8	-4.0	1.2	4.4	2.3	6.6	-1.6	7.1	99.0	0.2
O=C(Cn1nc(C(=O)O)c2ccccc2c1=O)NCC1CCCO1 (stereo not drawn)	-0.2	-2.3	-2.4	0.7	4.8	21.0	-0.3	2.5	104.0	-0.1
Cc1ccc(N=C2SC(C(=O)O)CC(=O)N2C)cc1C (stereo not drawn)	2.4	0.3	2.8	-0.4	0.0	-12.4	0.8	23.8	107.0	0.3
Cn1c(CN2CCCC2)nc2cc(NC(=O)COc3ccc(Cl)cc3)ccc21	2.2	10.6	-7.4	16.0	1.5	3.2	-3.9	19.8	98.0	-0.1
O=C(O)c1cccc(NS(=O)(=O)c2ccc3nnn(O)c3c2)c1	-1.3	-2.9	2.1	-0.8	4.7	3.0	1.1	9.6	94.0	-0.4
COc1ccccc1NS(=O)(=O)c1cccc(C(=O)NCC(c2cccs2)N(C)C)c1 (stereo not drawn)	-1.4	-10.1	-7.7	-2.3	-1.4	22.2	-0.8	0.8	99.0	0.4
Cc1cc(C)c2c(c1)NC(c1cc3c(cc1Br)OCO3)C1CC=CC21 (stereo not drawn)	1.8	-18.0	2.9	-9.3	-0.6	-10.2	-5.2	6.3	103.0	2.5
Cc1cccc2c(C(=O)N3CCCCC3)cc(-c3ccccc3)nc12	-0.6	5.5	-4.3	9.0	-0.4	-3.0	-3.5	11.7	97.0	0.2
CCOc1cc(/C=N/NC(=O)Cn2nc([N+](=O)[O-])cc2C)cc(Br)c1OCc1ccccc1C	-0.5	1.4	1.1	2.3	3.3	-10.5	-3.4	1.8	99.0	-0.7
C/C(CCN1CCc2nc(-c3ccccc3)c(-c3ccccc3)cc2C1)=N\O[C@@H](C)c1cc(-c2c(C)cc(C)cc2C)no1	-0.3	6.8	4.2	-10.7	-1.7	1.7	-3.8	-2.0	101.0	-0.2
O=C(NCc1ccccc1F)Nc1nnc([C@H]2C[C@H](O)[C@@H](CO)O2)s1	-1.6	1.1	1.4	2.4	-0.9	7.1	0.5	3.2	98.0	-0.2
CN(CC1CCOCC1)C(=O)CC1C(=O)NCCN1CC(c1ccccc1)c1ccccc1 (stereo not drawn)	-1.8	2.5	1.8	20.3	0.2	4.1	2.2	0.1	91.0	-0.3
O=C(NCC(c1ccco1)N1CCCC1)c1cccc(S(=O)(=O)N2CCc3ccccc32)c1 (stereo not drawn)	-1.5	9.2	3.8	0.5	-2.6	8.7	-3.9	3.0	96.0	0.2

Random excerpt: 2 records from the list
Structure	MC4R ag barr	ABHD5-PLIN5 inh	HTR2A ag	Granule exo inh	iPSC survival up	Cardio protect	Glyco luc inh	MC4R antagonist	ABCB6 inh 2	aDG glyco up
Cn1c(CN2CCCC2)nc2cc(NC(=O)COc3ccc(Cl)cc3)ccc21	2.2	10.6	-7.4	16.0	1.5	3.2	-3.9	19.8	98.0	-0.1
COc1ccccc1NS(=O)(=O)c1cccc(C(=O)NCC(c2cccs2)N(C)C)c1 (stereo not drawn)	-1.4	-10.1	-7.7	-2.3	-1.4	22.2	-0.8	0.8	99.0	0.4
